Assay outcomes (PubChem BioAssay)
UBC13 polyUb = blocks human UBC13 polyubiquitin chain formation | inhibition, % at 20 µM | TR-FRET | 330,000 tested, 0.47% active; in the data active = inhibition above about 45%, passing the limit was not always enough; inconclusive = no clear call, values can overlap the other calls
SENP1 FRET inh = blocks the human SENP1 SUMO protease catalytic domain | Q9P0U3 | recombinant SENP1 catalytic domain, CyPet-SUMO1-YPet FRET cleavage | inhibition, % at 10 µM | 360,000 tested, 0.21% active | AID 624204;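 active = inhibition at least 30% at 10 µM, raw YFP signal under a set limit, fluorescence ratio 0.5 to 1.5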;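 note: 0% = enzyme with DMSO and 100% = no enzyme wells; some results filed as inactive read as strong as hits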
Target sequence (Q9P0U3 419-644 limits assumed): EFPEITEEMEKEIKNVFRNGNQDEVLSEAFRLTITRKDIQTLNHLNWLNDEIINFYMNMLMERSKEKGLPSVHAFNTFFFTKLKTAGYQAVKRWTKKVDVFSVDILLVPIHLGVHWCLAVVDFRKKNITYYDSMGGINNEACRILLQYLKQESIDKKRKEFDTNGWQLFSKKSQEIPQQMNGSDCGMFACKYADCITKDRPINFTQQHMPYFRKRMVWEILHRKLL
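Assay system: hSENP1 catalytic domain, recombinant. Amount: SENP1 enzyme, 20 pM final. Schedule: 50 min reaction, RT, dark. Technique: FRET, CFP and YFP emission. Control set: no-enzyme wells low, DMSO-plus-enzyme wells high control.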
SENP6 block = inhibitors of human SENP6 protease; AID 2599; 330,000 tested, 1.8% active; inhibition, % at 10 µM; Recombinant SENP6 catalytic domain, aminoluciferin luminescence;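 active = inhibition above about 50% at the single tested dose, limit read from the data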;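 note: plate controls were DMSO wells with enzyme for no effect and DMSO wells lacking enzyme for full effect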
Target sequence (Q9GZR1 628-1112 limits assumed): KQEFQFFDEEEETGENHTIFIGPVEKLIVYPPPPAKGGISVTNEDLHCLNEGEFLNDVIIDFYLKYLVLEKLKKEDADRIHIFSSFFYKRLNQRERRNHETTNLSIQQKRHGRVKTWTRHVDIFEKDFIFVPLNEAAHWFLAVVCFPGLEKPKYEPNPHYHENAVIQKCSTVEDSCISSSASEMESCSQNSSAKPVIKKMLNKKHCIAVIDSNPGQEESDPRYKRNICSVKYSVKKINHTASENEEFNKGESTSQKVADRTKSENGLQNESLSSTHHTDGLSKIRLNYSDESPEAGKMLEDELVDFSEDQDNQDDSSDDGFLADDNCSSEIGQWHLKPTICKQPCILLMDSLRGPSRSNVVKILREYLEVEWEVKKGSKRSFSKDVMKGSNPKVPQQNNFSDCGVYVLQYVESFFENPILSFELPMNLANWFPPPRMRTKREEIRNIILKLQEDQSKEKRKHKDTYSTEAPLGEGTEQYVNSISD
SENP8 block-1 = inhibitors of human SENP8 protease | AID 2540 | Q96LD8 | purified SENP8, Z-RLRGG-aminoluciferin cleavage, luminescence | inhibition, % at 10 µM | 330,000 tested, 1.2% active; in the data active = inhibition above about 50%
Target sequence (Q96LD8 whole entry, looked up): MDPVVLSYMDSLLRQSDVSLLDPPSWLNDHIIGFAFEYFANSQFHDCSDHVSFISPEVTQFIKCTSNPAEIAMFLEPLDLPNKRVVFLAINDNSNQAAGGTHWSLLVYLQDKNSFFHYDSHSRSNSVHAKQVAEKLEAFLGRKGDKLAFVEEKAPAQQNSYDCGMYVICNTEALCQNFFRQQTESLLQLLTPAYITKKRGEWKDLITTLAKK
SENP8 block-2 = SENP8 (human) protease inhibition. 360,000 tested, 0.64% active. Q96LD8. inhibition, % at 20 µM. recombinant SENP8, Nedd8 substrate fluorescence. AID 602440; in the data active = inhibition mostly above about 40%, no sharp cut-off; inactive = mostly below about 27%
A3G deaminase = APOBEC3G (human) deaminase inhibition | 330,000 tested, 0.28% active | Q9HC16 | inhibition, % at 20 µM | recombinant A3G, ssDNA deamination FAM/TAMRA fluorescence;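 active = inhibition of at least 40% at 20 µM, with no more than 30% in the related APOBEC3A deaminase screen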;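 note: plate controls were DMSO wells with A3G for no effect and wells lacking A3G enzyme for full effect; some compounds called inactive have numbers as strong as hits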
Apaf1 inhib = blocks human Apaf-1 apoptosome activity | reconstituted apoptosome caspase-3 activity, DEVD-Rh110 fluorescence | inhibition, % at 20 µM | 330,000 tested, 0.71% active; active = inhibition of at least 40% at 20 µM;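 note: plate controls were DMSO wells for no effect and DEVD-CHO caspase inhibitor wells for full effect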
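Material: cell-free apoptosome with Apaf-1, procaspase-3 and caspase-9; Buffer or medium: Hepes pH 7.5 with detergent and BSA; Reagent: cytochrome c trigger plus (Z-DEVD)2-Rh110 caspase-3 substrate; Times: compound with Apaf-1, dATP, procaspase-3 30 min, then 50 min reaction, room temperature; Technique: Rh110 fluorescence intensity.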
SENP7 block = blocks the human protease SENP7; Q9BQF6; recombinant SENP7, Z-RLRGG-aminoluciferin luminescence, 40 min; inhibition, % at 5 µM; 330,000 tested, 1.5% active; AID 434973;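 active = inhibition above about 50% at the single test dose, limit read from the data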;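 note: plate controls were DMSO with enzyme for no effect and no enzyme buffer wells for full effect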
An asterisk follows results filed as active; ? = inconclusive; · = no result given.

Results follow in this order: UBC13 polyUb, SENP1 FRET inh, SENP6 block, SENP8 block-1, SENP8 block-2, A3G deaminase, Apaf1 inhib, SENP7 block
1: S=C(NCCN1CCOCC1)Nc1ccc(Cl)cc1Cl
  6, 6, 3, 1, 9, 1, 2, 3
2: NC(=O)CCC(NS(=O)(=O)c1ccc(Cl)cc1)C(=O)NCc1ccccc1 (stereo not drawn)
  -8, ·, -17, 0, ·, -10, 0, 5
3: CCOC(=O)c1cc(-c2ccc(C)cc2)n(CCC(=O)N2CCN(c3ccccn3)CC2)c1C
  6, -1, 5, -2, -14, -2, 12, -4
4: CC(C)C(=O)Nc1nnc(CCN2CCCCC2)s1
  2, 1, -3, 4, 3, -3, 0, 10
5: O=C1NN=C(c2ccccc2)CC1c1ccc(Cl)cc1Cl (stereo not drawn)
  3, 1, -12, 0, 8, -2, 3, -2
6: COc1ccc(CCNC(=O)CN(C)S(=O)(=O)c2ccc(Br)s2)cc1OC
  5, 3, -19, -3, 8, -11, 6, 3
7: COc1ccc(N2CCN(C(=S)Nc3ccccc3)CC2)cc1
  -4, -1, 2, -5, 16, -4, 8, 9
8: Cc1ccc(NC(=O)CSC2=C(C#N)C(c3ccco3)C3=C(CCCC3=O)N2)cc1 (stereo not drawn)
  3, -17, 3, -4, -130, 0, 14, 6
9: CC1(C)NC(=O)N(CCCOc2ccc(Br)cc2Cl)C1=O
  5, 0, -15, -4, 13, -6, -16, -7
10: O=C(/C=C/c1cccc([N+](=O)[O-])c1)N(c1ccccn1)c1ccccn1
  -2, 0, -15, -4, 13, -3, -20, 2
11: CCOC(=O)c1ccc(NS(=O)(=O)c2cc(-c3nnnn3CC)ccc2OC)cc1
  -2, 1, -7, -7, 26, -4, -3, 6
12: Cc1oc2cc(O)ccc2c(=O)c1N1C(=O)c2ccccc2C1=O
  6, 1, 8, 1, 3, -4, -1, 1
13: COc1ccc(-c2nnn(CC(=O)N3CCN(c4ccccc4OC)CC3)n2)cc1
  9, -2, -13, -1, 15, -10, 2, 4
14: CCCC[C@@H]1CNCCN1CCc1cccc(F)c1
  10, -1, 7, 0, 4, 1, 3, 4
15: COc1ccc2[nH]c3c(c2c1)CCN1C(=O)C(CC(=O)NCC24CC5CC(CC(C5)C2)C4)C[C@H](C(=O)N2CCOCC2)[C@@]31CCC1CCCC1 (stereo partly drawn)
  ·, 2, ·, ·, 4, -3, 24, 2
16: O=C(CSc1nc2[nH]ncc2c(=O)[nH]1)N1CCCC1
  12, -1, -2, -11, 27, -7, -5, -4
17: COC(=O)c1c(NC(C)=O)sc2c1CCCC2
  6, -1, 12, 8, -72, 0, 4, 1
18: CN(CC(=O)Nc1ccc(F)cc1)C(=O)CN1C(=O)NC2(CCCCC2)C1=O
  -11, -1, -16, -9, 6, -5, -1, -5
19: COc1ccc(-c2noc(-c3ccc(Cl)cc3[N+](=O)[O-])n2)cc1OC
  -10, -2, -1, -34, 12, -2, 16, -1
20: COC(=O)c1cnn(-c2ccccc2)c1C(OC)OC
  0, -1, -1, -2, 19, -6, -14, -10

Entries from the list above containing fluorine, in the order listed:
Results follow in this order: UBC13 polyUb, SENP1 FRET inh, SENP6 block, SENP8 block-1, SENP8 block-2, A3G deaminase, Apaf1 inhib, SENP7 block
14: CCCC[C@@H]1CNCCN1CCc1cccc(F)c1
  10, -1, 7, 0, 4, 1, 3, 4
18: CN(CC(=O)Nc1ccc(F)cc1)C(=O)CN1C(=O)NC2(CCCCC2)C1=O
  -11, -1, -16, -9, 6, -5, -1, -5

Full records from above. Screens in order: UBC13 polyUb, SENP1 FRET inh, SENP6 block, SENP8 block-1, SENP8 block-2, A3G deaminase, Apaf1 inhib, SENP7 block
COc1ccc2[nH]c3c(c2c1)CCN1C(=O)C(CC(=O)NCC24CC5CC(CC(C5)C2)C4)C[C@H](C(=O)N2CCOCC2)[C@@]31CCC1CCCC1 (stereo partly drawn) in the list: ·, 2, ·, ·, 4, -3, 24, 2
Cc1oc2cc(O)ccc2c(=O)c1N1C(=O)c2ccccc2C1=O in the list: 6, 1, 8, 1, 3, -4, -1, 1
O=C(CSc1nc2[nH]ncc2c(=O)[nH]1)N1CCCC1 in the list: 12, -1, -2, -11, 27, -7, -5, -4
COC(=O)c1c(NC(C)=O)sc2c1CCCC2 in the list: 6, -1, 12, 8, -72, 0, 4, 1

(next part)
Results follow in this order: UBC13 polyUb, SENP1 FRET inh, SENP6 block, SENP8 block-1, SENP8 block-2, A3G deaminase, Apaf1 inhib, SENP7 block
21: COc1ccc(C(C(=O)NCc2ccccc2)N(Cc2ccco2)C(=O)c2snc(C(N)=O)c2N)cc1OC (stereo not drawn)
  9, -10, -15, 2, -313, -6, -1, -1
22: CC1(C)CC2CC(C)(CN2c2ncnc3ccc(Br)cc23)C1 (stereo not drawn)
  ?, -2, -28, -1, 2, -6, 14, -6
23: C(=N\Nc1nncc2ccccc12)/c1ccccn1
  -6, 3, 44, 23, 29, -12, 8, 20
24: NC(=O)C1=NOC(CNc2ncc(C(F)(F)F)cc2Cl)C1 (stereo not drawn)
  -4, 2, -15, -5, 4, -2, 8, -10
25: COc1ccccc1/C=C(/NC(=O)c1ccc(Cl)cc1Cl)C(=O)O
  -6, -1, -6, -5, 6, -6, 5, -1
26: Cc1ccc(/C=N/NC(=O)c2cccnc2)s1
  -14, 2, -12, -8, 0, 7, -4, -12
27: CC1=C(C)CS(=O)N(S(=O)(=O)c2ccccc2)C1 (stereo not drawn)
  -10, 0, -11, 1, 30, 9, 12, 8
28: CNc1ccccc1C(C)(C)c1cc(-c2cccc(OC)c2)no1
  3, 0, -7, -8, 2, -9, 5, -1
29: O=C1COc2ccc(C(=O)COC(=O)c3ccc([N+](=O)[O-])cc3Cl)cc2N1
  -12, 1, -1, 8, -2, 3, 15, 8
30: COCCn1ccc2c(OCC(=O)Nc3ccccc3OC)cccc2c1=O
  27, 0, -5, -1, -76, -5, 8, -1
31: CCCCN(CCCC)CCNC(=O)CSCc1ccc(C)cc1
  3, 1, -18, -3, 12, -7, -1, 1
32: COc1ccc(NS(=O)(=O)c2ccc(C(=O)N(C)Cc3ccc(C)o3)cc2)cc1
  13, 1, -17, 1, 6, -7, 2, 5
33: Cc1cc(C)c2nc(N3CCCN(C(=O)c4cnccn4)CC3)c(C#N)cc2c1
  -20, -30, 0, -4, -247, -7, 17, 9
34: CC(C(=O)c1ccccc1)n1cnc2ccccc2c1=O (stereo not drawn)
  1, 1, 13, -3, 13, 3, 4, 3
35: C=C(C)CSc1nc(N)c(C#N)c(-c2ccc(C)cc2)c1C#N
  38, -1, -22, 0, -84, -8, 5, -3
36: CCN1CCN(C(=O)c2c(-c3ccccc3)noc2C)CC1
  -1, 0, -14, 4, 2, -8, -2, -1
37: CCN(c1ccccc1)S(=O)(=O)c1ccc(OC)c(NC(=O)c2c(C)noc2C)c1
  -1, 1, 8, 2, 9, -5, -1, 1
38: C=C[C@@]1(C)CCC(/C(C)=C/C=C/C(C)(C)O)C[C@@H]1C(=C)C (stereo partly drawn)
  -12, -2, 2, -14, 28, -9, 15, -10
39: C=CCn1c(-c2ccc(OC)c(OC)c2)cs/c1=N\c1ccccn1
  -4, -6, -16, -7, -13, -7, 13, 11
40: C[C@H](CO)N1C[C@H](C)[C@@H](CN(C)S(=O)(=O)c2ccc(F)cc2)Oc2ccc(NC(=O)Nc3ccc4c(c3)OCO4)cc2C1=O
  -12, 1, -28, -4, -10, -4, 11, 4
41: O=C(CN1CCN(C(=O)N2CCOCC2)CC1)Nc1cc(Cl)ccc1Cl
  9, 1, -3, -9, 3, -5, 0, 1
42: COc1ccc(C(=O)Nc2ccc(C(=O)N3CCCC3)cc2)cc1[N+](=O)[O-]
  2, 0, -13, -10, -9, -5, -2, -8
43: NC(C(=O)O)C1CC(Cl)=NO1 (stereo not drawn)
  -3, ·, 2, 5, ·, -5, -11, 7
44: Cn1nc(-c2ccccc2)c(CO)c1Oc1ccc(F)cc1
  8, 2, 3, -5, 10, -10, 1, -4
45: O=C(c1ccc(Cn2cc(Br)cn2)cc1)N1N=C(C(F)F)CC1(O)C(F)F (stereo not drawn)
  -3, 0, -6, 2, 7, 6, 6, 7
46: Fc1ccc(NCc2nnc3n2CCCCC3)cc1
  8, 0, 18, -3, 7, -8, -3, 1
47: Cc1cc(C)cc(C(=O)NC(CC(N)=O)c2ccc(NCCN3CCCC3)c([N+](=O)[O-])c2)c1 (stereo not drawn)
  -5, 2, -26, -16, 17, -13, 11, -4
48: CCOc1ccccc1NC(=O)c1sc2nc(C)nc(N3CCOCC3)c2c1C
  ?, 0, -3, 8, -20, -4, 0, 3
49: CN1CCN(c2ccc(NC(=O)c3ccc4c(c3)OCCO4)cc2Cl)CC1
  11, -2, 4, 3, 9, -14, -12, -1
50: CC(=O)c1ccc(S(=O)(=O)NCCC(=O)OC(C)C(=O)Nc2ccc(F)cc2)cc1 (stereo not drawn)
  -3, -1, 4, 2, 2, -10, -6, -8
51: CC(=O)Nc1ccc(S(=O)(=O)Nc2cccc(-n3cnnn3)c2)cc1
  3, 1, -2, 5, 8, -8, -7, 3
52: CCCCOC(=O)CCCc1ccc([N+](=O)[O-])cc1[N+](=O)[O-]
  -6, 1, -9, -8, 15, -1, 8, -3
53: COc1ccc(C(C(=O)NC2CCCC2)N(C(=O)c2ccco2)c2ccccc2C(C)=O)cc1OC (stereo not drawn)
  5, 1, 6, 9, 2, -11, -8, -3
54: COc1ccccc1N1CCN(c2nc3ccccn3c(=O)c2C=O)CC1
  -5, -9, -3, -6, -77, -5, 7, 0
55: C[C@@H](C(=O)Nc1ccc2ccccc2c1)[C@H]1C[C@]1(C)[C@H](NC(=O)c1cccnc1)c1ccccc1
  12, ·, -1, 4, ·, 6, 19, -2
56: COc1ccc(-n2c(C)cc(/C=N/Nc3nc(N4CCOCC4)nc(N4CCOCC4)n3)c2C)cc1
  2, -37, -8, -4, -321, 1, 15, 0
57: O=C(NC(=S)NCc1ccccc1)c1ccccc1
  -4, -3, 2, -1, -1, -2, 11, -3
58: Cc1cc(NC(=O)CSc2nc(C3CCCCC3)nc3ccccc23)no1
  14, 1, -12, 0, 25, -3, 12, 0
59: CC(C)C(NS(=O)(=O)c1cccs1)C(=O)NCc1ccccc1 (stereo not drawn)
  2, 1, -16, -5, -3, -11, -3, -8
60: Cc1ccc(CC(CC(=O)O)C(=O)Nc2ccc(Cl)cc2)cc1 (stereo not drawn)
  -16, 0, 6, 7, 12, 5, 4, -5
61: O=C(CC(c1ccccc1)c1ccccc1O)N1CCCC1 (stereo not drawn)
  0, 2, -6, -6, 18, -4, 2, -6
62: COCCCNC(=O)C1CCCN(S(=O)(=O)c2ccc(C)cc2)C1 (stereo not drawn)
  2, -6, -13, -1, -1, -5, -8, 1
63: COc1ccccc1CNC(=O)CS(=O)(=O)c1ccc(C)cc1
  0, -4, -5, 0, 3, -5, 7, 4

Three compounds already listed, ordered by count of non-hydrogen atoms, ascending:
Results follow in this order: UBC13 polyUb, SENP1 FRET inh, SENP6 block, SENP8 block-1, SENP8 block-2, A3G deaminase, Apaf1 inhib, SENP7 block
62: COCCCNC(=O)C1CCCN(S(=O)(=O)c2ccc(C)cc2)C1 (stereo not drawn)
  2, -6, -13, -1, -1, -5, -8, 1
51: CC(=O)Nc1ccc(S(=O)(=O)Nc2cccc(-n3cnnn3)c2)cc1
  3, 1, -2, 5, 8, -8, -7, 3
54: COc1ccccc1N1CCN(c2nc3ccccn3c(=O)c2C=O)CC1
  -5, -9, -3, -6, -77, -5, 7, 0
